Source: PubChem
IL-2 act: IL-2 activation | 360,000 compounds, 0.065% hits | activation, % (series mostly up to about 46 µM) | IL-2 activation reporter assay, cell-based qHTS; stimulated with anti-CD3/CD4/CD28 beads; in transgenic mouse T cells; in the data active means activation above about 50%; inconclusive means mostly about 30% to 49%; further: 0% is about no effect
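Readout: EGFP and DsRed signals by fluorescent plate cytometry. Unstimulated transgenic mouse T cells received compound 60 min before antibody-bead stimulation, then incubated 18 h at 37 degrees C.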
EPAC1 ag: activates human EPAC1 exchange factor | EPAC1 agonist qHTS, biochemical assay; response scale: 100% = response to 6.5 mM cAMP | Potency, µM (titrated, usually from 154 µM), for the others: top-dose activation, hits mostly activators | AID 720707 | 360,000 compounds, 0.073% hits | O95398; further: potency means the concentration at half of the fitted maximal effect; nearly all actives have a fitted effect of over 60% in size
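EPAC1 100 nM, Rap1B–BODIPY-GDP 250 nM, unlabeled GDP 50 uM; compound titration; 5 min RT; kinetic read ex480/em540 at 5-min intervals ×30 min; data normalized to 6.5 mM cAMP agonist control.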
Abeta yeast res: A-beta toxicity reversal in yeast. yeast expressing A-beta42, growth rescue, OD600, 48 h; response scale: 0% DMSO, 100% iron-clioquinol control. Potency, µM (top dose mostly 46.1 µM), inactives show at the highest dose growth rescue, most hits filed as activators. 410,000 compounds, 0.063% hits. AID 1347071; further: potency means the concentration at half of the fitted maximal effect; nearly all actives have a fitted effect of over 55% in size
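Yeast growth medium received pinned compounds, then yeast cells expressing toxic A-beta were added; plates incubated at 30 C for 48 hr. Growth read as absorbance at 600 nm, normalized to DMSO and equimolar FeCl3 plus clioquinol controls.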
aSyn yeast inh: alpha-synuclein toxicity inhibition in yeast. Yeast expressing alpha-synuclein, growth rescue, BacTiter-Glo, 24 h. Potency, µM (doses to about 46.1 µM), for the others: top-dose growth rescue (activation), hits mostly activators. 370,000 compounds, 0.14% hits; further: potency means the concentration at half of the fitted maximal effect; % of control where 0% means no effect; nearly all actives have a fitted effect of over 65% in size
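Rescue of yeast growth: cells expressing toxic alpha-synuclein, induced in galactose at OD600 0.02, incubated with compound 24 h at 30 C. ATP luminescence quantified growth; inhibitors of toxicity appear as activators.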
WRN helicase inh: inhibitors of human WRN helicase | Q14191 | WRN helicase unwinding, fluorescent forked duplex, kinetic | Potency, µM (titrated, usually from 114 µM), for inactives: top-dose activity change, negative = inhibition, hits mostly inhibitors | 360,000 compounds, 0.46% hits; further: potency means the concentration at half of the fitted maximal effect; on the % scale 0 is the no-effect control and ±100 the full control effect; nearly all actives have a fitted effect of over 55% in size
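Kinetic red-fluorescence monitoring (525/598 nm) tracks WRN helicase activity after 100 nM fluorophore-quencher forked duplex and 2 mM ATP are added to 20 nM enzyme pretreated 15 min at room temperature with compound.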
FUS suppressor: FUS proteinopathy suppression in yeast. S. cerevisiae FUS-expressing, growth rescue, OD600, 24 h. AID 1347120. Potency, µM (series often up to 76.6 µM), for the others: at the highest dose growth rescue (activation), most hits filed as activators. 390,000 compounds, 0.24% hits;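 further: potency means the concentration at half of the fitted maximal effect; plate controls were DMSO vehicle for no effect and reference control for full effect; nearly all actives have a fitted effect of over 55% in size; some results filed as inactive show a strong effect at the top dose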
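Yeast expressing FUS under galactose induction, OD 0.005 in 2% galactose medium; compounds in a dilution series, 24 h at 30C. Growth rescue by absorbance at 600 nm; CP55940 positive control, DMSO negative.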
PLK1 PBD inh: PLK1 (human) polo-box domain binding inhibition. 360,000 compounds, 2.8% hits. Potency, µM, without a hit: max response, negative = inhibition, actives largely listed as inhibitors. P53350. Plk1 PBD binding of FITC phosphopeptide, fluorescence polarization; further: potency means the concentration at half of the fitted maximal effect; series mostly up to about 57 µM; on the % scale 0 is the no-effect control and ±100 the full control effect; nearly all actives have a fitted effect of over 65% in size
Target sequence (P53350 whole entry, looked up, the tested form may be a part): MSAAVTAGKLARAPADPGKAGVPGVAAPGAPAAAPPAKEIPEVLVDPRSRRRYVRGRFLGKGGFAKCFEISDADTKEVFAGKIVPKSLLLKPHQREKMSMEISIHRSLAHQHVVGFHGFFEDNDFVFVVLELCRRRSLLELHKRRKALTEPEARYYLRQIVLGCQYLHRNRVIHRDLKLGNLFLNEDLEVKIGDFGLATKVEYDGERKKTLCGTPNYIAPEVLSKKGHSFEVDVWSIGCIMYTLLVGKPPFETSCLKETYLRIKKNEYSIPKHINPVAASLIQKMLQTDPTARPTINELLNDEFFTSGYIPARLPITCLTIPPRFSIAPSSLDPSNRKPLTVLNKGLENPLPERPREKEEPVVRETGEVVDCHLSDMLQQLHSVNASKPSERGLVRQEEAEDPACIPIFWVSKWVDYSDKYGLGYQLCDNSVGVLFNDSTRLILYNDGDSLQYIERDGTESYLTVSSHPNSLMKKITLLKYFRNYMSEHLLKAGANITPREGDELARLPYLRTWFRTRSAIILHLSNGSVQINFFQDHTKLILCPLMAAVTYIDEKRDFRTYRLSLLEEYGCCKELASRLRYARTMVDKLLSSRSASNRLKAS
PI5P4K alpha inh: inhibitors of human PI5P4K alpha; PI5P4Kalpha enzyme, ADP-Glo luminescence, 60 min; active compounds read low; max response, %; 330,000 compounds, 1.2% hits; AID 652105; active means max response of -50% or lower; inconclusive means between -30% and -50%; inactive means -30% or higher; further: value at the top dose of about 77 µM; on the % scale 0 is the no-effect control and ±100 the full control effect
Target sequence (P48426 whole entry, looked up): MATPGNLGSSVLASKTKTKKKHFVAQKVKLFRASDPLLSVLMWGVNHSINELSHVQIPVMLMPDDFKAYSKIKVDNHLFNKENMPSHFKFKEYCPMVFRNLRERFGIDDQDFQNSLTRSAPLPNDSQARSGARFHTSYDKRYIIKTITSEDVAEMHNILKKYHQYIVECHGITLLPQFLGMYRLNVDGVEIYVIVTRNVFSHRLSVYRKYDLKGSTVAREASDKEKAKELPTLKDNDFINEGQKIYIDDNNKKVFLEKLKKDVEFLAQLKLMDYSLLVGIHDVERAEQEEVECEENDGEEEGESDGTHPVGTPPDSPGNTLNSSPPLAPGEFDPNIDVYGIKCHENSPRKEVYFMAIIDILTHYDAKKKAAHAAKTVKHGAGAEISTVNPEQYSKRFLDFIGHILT
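Reactions run in 0.038 M HEPES pH 7.4, 0.28 mM EGTA, 0.1% CHAPS and 5% DMSO, with PI5P4Kalpha, substrate, compound and 5 microM ATP final, one hour at room temperature. Readout is ADP-Glo luminescence.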
EPAC1 antagonist: antagonists of human EPAC1. O95398. EPAC1 GEF assay, Rap1b-BODIPY-GDP exchange fluorescence. Potency, µM (top dose mostly 115 µM), inactives show at the top dose activity change, negative = inhibition, actives largely listed as inhibitors. 360,000 compounds, 0.14% hits. AID 720709;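 further: potency means the concentration at half of the fitted maximal effect; plate controls were vehicle for no effect and positive control for full effect; nearly all actives have a fitted effect of over 50% in size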
The depositor's hits bear a star; ? = inconclusive; / = no result given; [ ] = remark or other dose. Unless noted, the call rests on the fitted dose curve; in most records, active means well fitted curve in the direction sought with a large enough effect; inconclusive means small, poorly fitted or top-dose-only effect, or another doubt; inactive means no such curve, though single readings can be large; an effect the other way counts as inactive or inconclusive.

SMILES | IL-2 act | EPAC1 ag | Abeta yeast res | aSyn yeast inh | WRN helicase inh | FUS suppressor | PLK1 PBD inh | PI5P4K alpha inh | EPAC1 antagonist
COc1cc(/C=N/NC(=O)c2cccc([N+](=O)[O-])c2)ccc1OCc1ccccc1 | 1.4 | 5% | 4% | -1% | -2% | 2% | -3% | / | 0%
CCOC(=O)c1[nH]c2cc3c(cc2c1NC(=O)CN1CC(C)CC(C)C1)OCO3 (configuration not stated) | 1.0 | -2% | 2% | -3% | -24% | 25% | -6% | 2 | 10%
CC(OC(=O)COc1ccc(C#N)cc1)C(=O)Nc1ccc(Cl)cn1 (configuration not stated) | -0.3 | 8% | -2% | 0% | 7% | 4% | -7% | -9 | -9%
CCCCN(C(=O)c1ccccc1F)c1c(N)n(CCC)c(=O)[nH]c1=O | -0.2 | -5% | 1% | -1% | -2% | 3% | -3% | 1 | -12%
O=C(Nc1ccccc1F)c1cc2nc(C(F)F)cc(C(F)F)n2n1 | 1.7 | -3% | 11% | 0% | 8% | 22% | -2% | / | 11%
O=C(c1ccccc1[N+](=O)[O-])N1CCCC(C(=O)N2CCCCCC2)C1 (configuration not stated) | -2.9 | -14% | -4% | -1% | 19% | -5% | -11% | -6 | 3%
Cc1ccc(S(=O)(=O)N(C)C)cc1NC(=O)COC(=O)c1cccs1 | -1.2 | 2% | 2% | 0% | 3% | -35% | -3% | 3 | 4%
Cc1ccc(-c2csc(N(CCc3ccccc3)C(=O)COc3ccccc3)n2)cc1 | -0.9 | 6% | -14% | -11% | -7% | 8% | -3% | -5 | 1%
CC(C)(C)[C@H]1C=C(C(=O)N2CCN(Cc3ccc4c(c3)OCO4)CC2)O[C@@H](OCc2ccc(CO)cc2)C1 | -0.8 | 1% | 2% | 1% | 10% | 8% | -5% | 0 | -17%
Cc1c(C(=O)NCC2CCCO2)oc2ccc(S(=O)(=O)N3CCCCC3)cc12 (configuration not stated) | 2.7 | 3% | 19% | 8% | -2% | 10% | -6% | -2 | -7%
CCCNC(=O)C(=O)NCCC1=CCCCC1 | 2.2 | 9% | 22% | -7% | -3% | -15% | -1% | 1 | 2%
CCCCn1c(CCc2ccccc2)nc2cc3[nH]c(=O)c(C(C)C)nc3cc21 | -2.0 | -8% | -13% | 8% | -4% | 32% | -12% | -9 | -5%
COc1ccc(C(=O)NCc2nnc(SCC(=O)NCc3ccco3)o2)cc1 | -0.7 | -2% | -5% | 2% | 2% | -2% | -5% | -1 | -14%
O=C(NC1CC2CCC(C1)N2C(=O)NC1CCCCC1)NC12CC3CC(CC(C3)C1)C2 (configuration not stated) | -1.5 | 0% | 8% | -2% | 7% | 13% | -9% | -1 | 3%
O=C(CNC(=O)c1ccc(Cl)cc1Cl)OCc1nnc(-c2ccccc2)o1 | 0.2 | 8% | 11% | 1% | -11% | 0% | -7% | 7 | -1%
Cc1ccc(-c2nn(-c3ccccc3)cc2C(=O)N2CCOCC2)cc1C | -0.2 | 2% | -8% | 11% | -8% | 26% | -6% | -8 | -3%
O=C(COc1ncnc2ccc(Br)cc12)Nc1ccc(N2CCOCC2)cc1 | -1.6 | -3% | 9% | 1% | 3% | 36% | 0% | / | 6%
CCCCNC(=O)CCCCC(=O)N/N=C/c1ccccc1Cl | 1.1 | -1% | -3% | -1% | -1% | -15% | -8% | 7 | 4%
CCNC(=O)NC(=O)C(C)OC(=O)CNS(=O)(=O)c1c(Cl)cc(Br)cc1Cl (configuration not stated) | 0.2 | -7% | -1% | -3% | 8% | 13% | -3% | 4 | -4%
CCN(CC)CCn1c(=N)n(CC(O)c2ccc(OC)c(OC)c2)c2ccccc21 (configuration not stated) | -0.7 | 7% | -1% | 0% | -12% | -21% | -13% | 7 | -15%
Cc1ccc2oc(-c3cccc(NC(=O)/C=C/c4cccc([N+](=O)[O-])c4)c3C)nc2c1 | -2.7 | -3% | -14% | -10% | -4% | 18% | -7% | 3 | 17%
O=c1ncn(-c2ccccc2F)c2ncccc12 | 1.2 | 7% | 4% | 0% | -1% | 1% | -4% | 0 | 0%
O=C(NCCCn1ccnc1)c1ccc(-c2ccccc2)cc1 | -2.1 | 8% | 8% | 3% | 3% | -19% | 5% | -16 | -14%
Cc1cc(O)c(NC(=O)c2ccco2)cc1C | -1.3 | -7% | -17% | -17% | -7%[57.1 µM] | -9% | -4% | -4 | 12%
Cc1nc(NC(=O)/C=C/c2ccccc2)sc1C(=O)Nc1ccc(Cl)cc1 | -1.8 | 0% | -1% | 2% | -9% | 14% | 1% | -2 | 0%

Grouped by structure, the compounds so far with an aryl methoxy group.
SMILES | IL-2 act | EPAC1 ag | Abeta yeast res | aSyn yeast inh | WRN helicase inh | FUS suppressor | PLK1 PBD inh | PI5P4K alpha inh | EPAC1 antagonist
COc1cc(/C=N/NC(=O)c2cccc([N+](=O)[O-])c2)ccc1OCc1ccccc1 | 1.4 | 5% | 4% | -1% | -2% | 2% | -3% | / | 0%
COc1ccc(C(=O)NCc2nnc(SCC(=O)NCc3ccco3)o2)cc1 | -0.7 | -2% | -5% | 2% | 2% | -2% | -5% | -1 | -14%
CCN(CC)CCn1c(=N)n(CC(O)c2ccc(OC)c(OC)c2)c2ccccc21 (configuration not stated) | -0.7 | 7% | -1% | 0% | -12% | -21% | -13% | 7 | -15%

Additional entries
SMILES | IL-2 act | EPAC1 ag | Abeta yeast res | aSyn yeast inh | WRN helicase inh | FUS suppressor | PLK1 PBD inh | PI5P4K alpha inh | EPAC1 antagonist
CC1(C)CC(=O)c2cc(OCC(=O)NCCCN3CCN(c4ccc(F)cc4)CC3)ccc2O1 | -2.3 | 1% | 6% | 2% | -2% | 12% | 0% | / | 8%
O=C(CN1CCCC1c1cccs1)N1CCN(S(=O)(=O)c2cccc(F)c2)CC1 (configuration not stated) | 1.2 | 13% | -13% | -9% | 4% | 0% | -12% | 4 | -4%
O=S(=O)(c1ccccc1)N1CCN(c2ncnc3scc(-c4ccccc4)c23)CC1 | -0.5 | 16% | -12% | ? | -6% | 21% | -9% | -9 | 10%
N#CCC(CNc1ncc(C(F)(F)F)cc1Cl)OC(=O)c1c(F)cccc1F (configuration not stated) | -1.5 | 26% | -5% | 8% | -8%[57.1 µM] | 21% | -6% | / | -15%
COC(=O)Cn1c(=N)n(CCN2CCCCC2)c2ccccc21 | 0.2 | 5% | 19% | -3% | -20%[57.1 µM] | -25% | 0% | -1 | 9%
CCOC(=O)N1CCN(Cc2cn3ccccc3n2)CC1 | 1.0 | 5% | 1% | -13% | 3% | -18% | -3% | 0 | 17%
CCN(CC(=O)Nc1c(F)cccc1F)C(=O)c1ccc2c(=O)n3c(nc2c1)CCC3 | -6.2 | -1% | 2% | -2% | -2% | 3% | -9% | -4 | -4%
COc1ccc(OC)c(C(C[N+](=O)[O-])c2c(C)cc3ccccn23)c1 (configuration not stated) | 2.5 | 5% | -19% | 3% | 4% | 38% | -19% | -5 | 0%
Clc1cccc(-c2nnc(SCc3nc4ccccc4[nH]3)n2Cc2ccco2)c1 | -2.5 | 19% | -7% | -2% | -10% | ? | -10% | -14 | -1%
CN1CCN(CC(=O)NC23CC4CC(CC(C4)C2)C3)CC1 | 0.5 | 10% | -2% | -8% | -5% | 11% | -6% | -1 | -3%
CC(=O)Nc1ccc(SCC(=O)NCCc2ccc(F)cc2)cc1 | 0.7 | -10% | -11% | 1% | -10% | ? | ? | 4 | -17%
Cc1ccc(C)c(/C=C/C(=O)c2ccccc(=O)c2O)c1 | 0.7 | 4% | -85%[inhibitor] | -61%[inhibitor] | -18% | 15% | ? | -21 | -11%
CC1(C)OC(=O)N(c2ccccc2)C12C=Cc1cc(Br)ccc1O2 (configuration not stated) | -3.3 | 23% | 5% | 20% | 0% | 34% | -7% | / | -9%
Cc1ccc(-n2nnnc2-c2nc3ccccc3s2)cc1 | -0.1 | 0% | 22% | 7% | -15% | / | 4% | -1 | 8%
Cc1noc(C)c1C(=O)N(CC(=O)Nc1ccccc1Br)Cc1ccco1 | -1.8 | 4% | 3% | -5% | -16% | / | -13% | -2 | 6%
COc1ccc(C(O)c2nc(-c3ccc(F)c(Cl)c3)cs2)cc1 (configuration not stated) | -0.7 | 10% | ? | 13µM* | -8% | 25% | -2% | 32 | -19%
CC(c1nnc(SCC(=O)N2CC(=O)Nc3ccccc32)n1Cc1ccccc1)N(C)C (configuration not stated) | -0.3 | 4% | 20% | 2% | -7%[57.1 µM] | -3% | -7% | 2 | 13%
Fc1ccccc1N1CCN(C2CCCN(Cc3cccc(C(F)(F)F)c3)C2)CC1 (configuration not stated) | -2.7 | -8% | 1% | 7% | -3% | -3% | 2% | 11 | -3%

A run of entries from further up:
SMILES | IL-2 act | EPAC1 ag | Abeta yeast res | aSyn yeast inh | WRN helicase inh | FUS suppressor | PLK1 PBD inh | PI5P4K alpha inh | EPAC1 antagonist
COc1cc(/C=N/NC(=O)c2cccc([N+](=O)[O-])c2)ccc1OCc1ccccc1 | 1.4 | 5% | 4% | -1% | -2% | 2% | -3% | / | 0%
CCOC(=O)c1[nH]c2cc3c(cc2c1NC(=O)CN1CC(C)CC(C)C1)OCO3 (configuration not stated) | 1.0 | -2% | 2% | -3% | -24% | 25% | -6% | 2 | 10%
CC(OC(=O)COc1ccc(C#N)cc1)C(=O)Nc1ccc(Cl)cn1 (configuration not stated) | -0.3 | 8% | -2% | 0% | 7% | 4% | -7% | -9 | -9%
